TDP43 rescue: rescues yeast growth from TDP-43 toxicity | Potency, µM (titrated, usually from 46.1 µM), for inactives: at the top dose growth rescue (activation), actives largely listed as activators | TDP-43 expressing yeast growth rescue, BacTiter-Glo, 24 h | actives 1.8% (n = 410,000); also: potency is read from the fitted curve at half-maximal effect; % of control where 0% means no effect; nearly all actives have a fitted effect of over 50% in size
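Readout is BacTiter-Glo luminescence of cell growth, so inhibitors register as activators. TDP-43-expressing yeast at OD600=0.02 in galactose medium, after raffinose pregrowth to mid-log, were incubated with compound for 24 hr at 30 deg C.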
Abeta rescue: A-beta toxicity reversal in yeast; yeast expressing A-beta42, growth rescue, OD600, 48 h; response scale: 0% DMSO, 100% iron-clioquinol control; Potency, µM (doses to about 46.1 µM), inactives show at the highest dose growth rescue, usual class: activators; actives 0.063% (n = 410,000); AID 1347071; also: potency is read from the fitted curve at half-maximal effect; nearly all actives have a fitted effect of over 55% in size
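Yeast A-beta toxicity model in growth medium with pinned compounds, 48 h at 30 C; growth read as absorbance at 600 nm. Normalized to FeCl3/clioquinol equimolar mix (positive) and DMSO (negative).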
EPAC2 antagonist: antagonists of human EPAC2; AID 720708; EPAC2 GEF exchange of Rap1B-BODIPY-GDP, fluorescence; Q8WZA2; actives 0.18% (n = 360,000); Potency, µM (series often up to 114 µM), for the others: at the highest dose activity, negative = inhibition, hits mostly inhibitors; also: potency is read from the fitted curve at half-maximal effect; % is scaled to controls: 0 for no effect and ±100 for the full control effect; nearly all actives have a fitted effect of over 45% in size; many of its hits are not listed in these tables
aSyn yeast inh: rescues yeast growth from alpha-synuclein toxicity; actives 0.14% (n = 370,000); Potency, µM (series often up to 46.1 µM), without a hit: at the top dose growth rescue (activation), actives largely listed as activators; Yeast expressing alpha-synuclein, growth rescue, BacTiter-Glo, 24 h; AID 652106; also: potency is read from the fitted curve at half-maximal effect; % of control where 0% means no effect; nearly all actives have a fitted effect of over 65% in size
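Readout is rescue of growth in alpha-synuclein-expressing yeast, so inhibitors of toxicity appear as activators. Growth after 24 hr at 30 deg C in galactose medium is quantified by luminescence.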
EPAC2 ag: agonists of human EPAC2 (RAPGEF4). EPAC2 activation, biochemical qHTS; response scale: 100% = 6.5 mM cAMP response. actives 0.079% (n = 360,000). Potency, µM (top dose mostly 154 µM), without a hit: at the top dose activation, hits mostly activators; also: potency is read from the fitted curve at half-maximal effect; nearly all actives have a fitted effect of over 50% in size
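Each well held 100 nM EPAC2, 250 nM RAP1B-BODIPY-GDP and 50 uM GDP. Fluorescence, read at 5-min intervals to 30 min, was referenced to a 6.5 mM cAMP positive control.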
D3 ag: agonists of human D3 dopamine receptor; actives 0.58% (n = 410,000); AID 652048; D3R DiscoveRx beta-arrestin cells, luminescence, 90 min; max activation, %; P35462; in the data active = max activation above about 30%; also: 0% is about no effect; mostly tested at two doses, the higher about 12 µM
Target sequence (P35462 whole entry, looked up): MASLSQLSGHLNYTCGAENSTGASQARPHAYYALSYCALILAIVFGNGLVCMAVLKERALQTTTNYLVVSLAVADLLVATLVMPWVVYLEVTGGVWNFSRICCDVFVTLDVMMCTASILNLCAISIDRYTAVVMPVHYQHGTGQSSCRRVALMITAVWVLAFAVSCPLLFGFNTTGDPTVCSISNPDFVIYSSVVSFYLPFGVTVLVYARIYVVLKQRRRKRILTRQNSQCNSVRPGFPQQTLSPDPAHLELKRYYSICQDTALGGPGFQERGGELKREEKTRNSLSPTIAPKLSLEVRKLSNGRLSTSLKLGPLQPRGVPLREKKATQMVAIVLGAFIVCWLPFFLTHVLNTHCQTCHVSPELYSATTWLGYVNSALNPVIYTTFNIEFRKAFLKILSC
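Cells at 1500/well, incubated overnight, then treated with pinned compounds (dopamine as control) for 90 min at 37 degrees C. DiscoveRx reagent added for 30 - 60 minutes at room temperature; luminescence read.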
FUS yeast rescue: suppressors of FUS proteinopathy in yeast; S. cerevisiae FUS-expressing, growth rescue, OD600, 24 h; Potency, µM (series often up to 76.6 µM), inactives show at the highest dose growth rescue (activation), most hits filed as activators; actives 0.24% (n = 390,000); AID 1347120;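 also: potency is read from the fitted curve at half-maximal effect; plate controls were DMSO vehicle for no effect and reference control for full effect; nearly all actives have a fitted effect of over 55% in size; some results filed as inactive show a strong effect at the top dose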
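Restored growth of FUS-toxic S. cerevisiae, read as 600 nm absorbance after 24 h at 30C in galactose medium (starting OD 0.005). Controls CP55940 and DMSO.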
D3 antag: blocks the human D3 dopamine receptor | P35462 | D3R cells, DiscoveRx beta-arrestin luminescence, antagonist mode; hits give low values | max response, negative = inhibition, % | actives 2.5% (n = 360,000) | AID 652054; in the data active = max response below about -50%; inconclusive = no clear call, values can overlap the other calls; also: % is scaled to controls: 0 for no effect and ±100 for the full control effect; mostly tested at two doses, the higher about 12 µM
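Cells plated overnight at 1500 cells/well, then exposed to library compounds with dopamine controls for 90 minutes at 37 degrees C. DiscoveRx reagent added for 30–60 minutes at room temperature; luminescence read, quantitative HTS format.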
An asterisk follows results filed as active; ? = inconclusive; / = no result given; & = joins results of further samples; [ ] = remark or other dose. Unless noted, calls follow the shape of the dose curve; as a rule, active = well fitted curve in the direction sought with a large enough effect; inconclusive = small, poorly fitted or top-dose-only effect, or another doubt; inactive = no such curve, though single readings can be large; an effect the other way counts as inactive or inconclusive.

nr	structure	TDP43 rescue	Abeta rescue	EPAC2 antagonist	aSyn yeast inh	EPAC2 ag	D3 ag	FUS yeast rescue	D3 antag
1	O=C(CSc1nnc2c(n1)[nH]c1ccc(S(=O)(=O)N3CCOCC3)cc12)Nc1ccccc1Cl	1%	-8%	2%	-2%	2%	-11	9%	-8
2	CCOc1ccc(CC(=O)Nc2c(C(=O)Nc3ccccc3)oc3ccccc23)cc1OCC	7%	6%	-4%	-2%	-4%	-3	3%	-3
3	CC(=O)Nc1ccc(C(=O)Cn2c3[n+](c4c(F)c(F)ccc42)CCCCC3)cc1	-1%	-16%	2%	6%	9%	7	-3%	12
4	Cc1ccc(NC(=O)C2CC2C)cc1S(=O)(=O)N1CCOCC1 (stereo unspecified)	14%	4%	11%	1%	1%	-3	1%	16
5	O=S(=O)(Nc1ncccc1O)c1ccc(Cl)cc1	-8%	-3%	8%	3%	5%	5	12%	10
6	COc1ccc(-c2noc(N3CCC(C(=O)N(C)c4cc(Cl)ccc4OC)CC3)n2)cc1	?	27%	/	/	/	-12	?	/
7	Cc1cccc2cc(CN(Cc3cccnc3)C(=O)c3ccncc3)c(=O)[nH]c12	-3%	-6%	2%	-5%	8%	-3	15%	5
8	CC(=O)c1ccc(N(CC(=O)NC2CCCC2)C(=O)CCC(=O)Nc2cc(C)on2)cc1	-5%	4%	-4%	-5%	10%	-8	-2%	-26
9	Cc1ccc(S(=O)(=O)N2CCOCC2)cc1NC(=O)COC(=O)CNC(=O)c1ccccc1	17%	7%	12%	9%	-1%	1	/	4
10	Cc1ccc(OCC(=O)N/N=C\c2ccncc2)c(C)c1	5%	-6%	-8%[57.1 µM]	5%	3%	2	-32%	14
11	CCOc1ccc(S(=O)(=O)Nc2cc(Cl)ccc2O)cc1	9%	?	-3%	13%	1%	3	-12%	1
12	COCCCNC(=O)c1ccc2nc3ccccc3c(=O)n2c1	2%	0%	-7%	-3%	6%	-9	12%	50
13	COc1cccc(CNC(=O)CSc2nc3ccc(C)cc3[nH]2)c1	2%	-7%	-5%	-8%	11%	2	-14%	-10
14	Cc1ccc([N+](=O)[O-])cc1NC(=S)NC(=O)c1ccco1	21%	-8%	4%	-3%	4%	6	/	-17
15	Cc1ccnc(NC(=O)Cc2ccc([N+](=O)[O-])cc2)c1	-10%	2%	2%	3%	-5%	-11	-2%	0
16	O=C(CSc1nnc2sc3ccccc3n12)NCc1ccc2c(c1)OCO2	4%	2%	8%	-7%	15%	-7	-8%	-25
17	COC(=O)c1ccccc1NC(=O)Cn1cnc2c1c(=O)n(C)c(=O)n2C	-7%	-7%	0%	-4%	-5%	2	1%	10
18	Cc1nn(C)c(C)c1/C=N/NC(=O)c1csc2ccccc12	-3%	-1%	-19%	7%	12%	-2	?	-15
19	O=C(NC(=S)Nc1ccc2c(c1)OCCO2)c1cccc2ccccc12	0%	?	-2%	-17%	15%	3	15%	2
20	CCSc1ccccc1C(=O)NCc1ccc(S(N)(=O)=O)cc1	-19%	-11%	-2%	-1%	12%	-4	28%	5
21	CCn1c(SCC(=O)NC2CCCC2)nnc1C(C)NC(=O)c1ccccc1F (stereo unspecified)	-4%	10%	3%	-4%	5%	9	-3%	4
22	NC(=O)CN(Cc1ccccc1)S(=O)(=O)c1ccc2c(c1)OCCO2	-4%	21%	-7%	10%	9%	3	7%	-10
23	CCN1CCN(C(=O)C(N)Cc2ccccc2)CC1 (stereo unspecified)	10%	2%	9%	3%	-1%	2	-12%	14
24	CC1CCc2cc(F)ccc2N1C(=O)CSc1nnc2c3cc(F)ccc3n(C)c2n1 (stereo unspecified)	-9%[0.397 µM]	23%	3%	7%	-8%	19	2%	7
25	CCc1c(C)nc2nncn2c1Nc1ccc(C)c(F)c1	?	-35%	/	/	/	4	-10%	/
26	CCCNC(=O)C/C(C)=N/NC(=O)COc1ccc(C)cc1Br	-11%	-9%	15%	5%	4%	-2	/	45
27	CN(C)S(=O)(=O)c1ccc(N2CCN(S(=O)(=O)c3ccc(F)cc3)CC2)c(Cl)c1	-12%	1%	-1%	?	10%	14	9%	12
28	CC1Cc2ccccc2N1C(=O)CSCC(=O)O (stereo unspecified)	5%	12%	17%	-9%	4%	0	-20%	?
29	COc1ccc(NC(=O)Cc2ccccc2F)cn1	16%	-7%	-7%	-5%	13%	-7	-14%	?
30	NC(=O)N/N=C/c1ccc(OCc2cccc(Cl)c2)cc1	?	1%	0%	11%	-6%	2	-5%	17
31	CCOC(=O)C/C(=N\Nc1ncnc2ccccc12)c1ccccc1	14%	30%	-16%	10%	5%	4	23%	4
32	COc1ccc(C/C(C)=N/NC(=O)c2cccnc2)cc1	-9%	-12%	15%	-2%	14%	-12	/	-4
33	CCOc1ccc(CN2CCN(Cc3c(C)nn(CC)c3C)CC2CCO)cc1 (stereo unspecified)	7%	-9%	-2%	-2%	-5%	-16	25%	-5
34	CSc1ncc(CN2CCN(CCC(C)C)C(CCO)C2)cn1 (stereo unspecified)	/	-3%	8%	-5%	5%	-12	27%	0
35	COC(=O)c1ccc(N2CCC(C)CC2)c(N)c1	-3%	5%	-6%	-3%	6%	22	29%	-9
36	CC(=O)NNC(=O)c1nc(-c2ccccc2)c(C)o1	-1%	1%	1%	-3%	7%	3	0%	-3
37	CCN(CC)S(=O)(=O)c1ccc(-n2c(=O)c(C(C)C)c(C)n2C)cc1	-27%	-9%	2%	5%	1%	1	15%	2
38	COc1ccc(C(=O)Nc2nnc(-c3cccs3)s2)cc1	-4%	0%	16%	-11%	7%	-4	24%	-12
39	C/C(CCc1ccc2c(c1)OCO2)=N\NC(=O)c1ccccc1	10%	19%	-10%	2%	-16%	3	12%	5
40	COc1ccc(C(=S)N2CCCC2)cc1	-10%	2%	2%	-2%	-10%	-2	-10%	-16
41	CCCc1cc(=O)oc2c3c(cc(OCC(=O)NCCN4CCOCC4)c12)OC(C)(C)CC3	2%	5%	4%	?	5%	-48	-8%	-56*
42	O=C(CNC(=O)c1ccc(F)cc1)Nc1ccccc1C(F)(F)F	0%	0%	-17%	2%	0%	1	6%	2
43	COc1ccc(N(CC(=O)Nc2ccc(C)cc2C)S(=O)(=O)c2c(C)n[nH]c2C)cc1	-5%	6%	-9%	3%	3%	-6	-10%	-2
44	Cc1oc2ncnc(N3CCOCC3)c2c1C(=O)N(Cc1ccccc1)C(C)C	20%	-6%	/	/	/	-8	30%	/
45	COc1ccc(/C=N/Nc2ncc(Br)cn2)c(OC)c1	2%	-12%	51%[activator]	0%	2%	-3	-17%	2
46	O=C(CSc1ccc(Cl)cc1)Nc1cccc(-c2nc3ccccc3[nH]2)c1	16%	5%	10%	0%	4%	-1	/	?
47	CCn1ccnc1CN(C)Cc1cn(-c2cc(C)ccc2C)nc1-c1ccccc1	-11%	0%	-20%	6%	3%	-7	6%	0
48	O=C1C(Cc2ccccc2)Nc2ncnc(N3CCN(c4ccccc4)CC3)c2N1Cc1ccc(Br)cc1 (stereo unspecified)	-10%&19%	15%&13%	-11%&2%	8%&4%	9%&-9%	-55&-24	?	-151*
49	O=c1cc(N2CCN(c3ccccc3)CC2)[nH]c(=O)n1C1CCCCC1	-6%	-12%	-6%	-1%	-6%	-1	43%	-24
50	COCc1ccc(-c2c(-c3ccsc3)oc(=O)c3cc(OC)c(OC)cc23)cc1	9%	6%	0%	2%	3%	42*	10%	121
51	O=C1C2C3c4ccccc4C(c4ccccc43)[C@@H]2c2nc3ccccc3n21 (stereo partly specified)	-7%	2%	-10%	8%	23%	-1	-11%	35
52	CCc1nn(CC(=O)Nc2ccc(NC(C)=O)cc2)c(=O)c2cc3sccc3n12	-1%	-8%	/	/	/	-7	-4%	/
53	O=C(c1ccc(S(=O)(=O)N2CCCCCC2)cc1)N1CCC(CN2C(=O)c3cccc4cccc(c34)C2=O)CC1	4%	2%	-2%	8%	3%	25	43%	51
54	CN(CC(=O)Nc1ccccc1Cl)C(=O)COC(=O)CCN1C(=O)C2CC=CCC2C1=O (stereo unspecified)	3%	9%	7%	4%	4%	12	8%	27
55	Cc1nc(C)c(C(=O)NNS(=O)(=O)c2ccccc2)s1	0%	-3%	3%	3%	-5%	2	-1%	3
56	Cc1cc(-c2n[nH]c(=S)n2/N=C/c2cc([N+](=O)[O-])ccc2Cl)n[nH]1	6%	-7%	-1%	1%	0%	-7	-21%	-5
57	CC1=CC(=O)C2=C(C)CC[C@@H]3[C@H](OC(=O)[C@H]3C)[C@@H]12	13%	-2%	-3%	-8%	-1%	7	-12%	24
58	Cc1cc(NC(=O)c2ccc(F)c(S(=O)(=O)N3CCCCC3)c2)no1	-19%	7%	-4%	-3%	8%	5	/	12
59	Cc1[nH]c(C)c(S(=O)(=O)N2CCCCC2)c1C(=O)N1CCCCC1	-6%	3%	3%	3%	-4%	-9	9%	5
60	O=C(Cc1ccccc1F)NCC(c1ccco1)N1CCCCC1 (stereo unspecified)	-19%	-4%	-21%	-1%	-1%	-11	13%	-13

Another view of 2 compounds above:
Values run as follows: TDP43 rescue | Abeta rescue | EPAC2 antagonist | aSyn yeast inh | EPAC2 ag | D3 ag | FUS yeast rescue | D3 antag
[42] O=C(CNC(=O)c1ccc(F)cc1)Nc1ccccc1C(F)(F)F
  0% | 0% | -17% | 2% | 0% | 1 | 6% | 2
[43] COc1ccc(N(CC(=O)Nc2ccc(C)cc2C)S(=O)(=O)c2c(C)n[nH]c2C)cc1
  -5% | 6% | -9% | 3% | 3% | -6 | -10% | -2

(next part)
nr	structure	TDP43 rescue	Abeta rescue	EPAC2 antagonist	aSyn yeast inh	EPAC2 ag	D3 ag	FUS yeast rescue	D3 antag
61	O=C(NCC(c1ccco1)N1CCCCC1)c1ccc(S(=O)(=O)Nc2ccccc2Cl)cc1 (stereo unspecified)	-3%	1%	-2%	-1%	10%	-10	-3%	17
62	O=C(CCCOc1ccc(Cl)cc1Cl)N/N=C/c1ccco1	1%	3%	-9%	9%	-6%	-7	7%	-4
63	O=C(O)CN1C(=O)c2ccc(C(=O)c3ccccc3)cc2C1=O	-5%	0%	3%	-9%	12%	-8	-13%	-13
64	Cc1cc(NC(=O)C2CC(=O)N(c3ccccc3Cl)C2)no1 (stereo unspecified)	-14%	-10%	5%	-10%	5%	-4	10%	1
65	CCC1(c2ccccc2)SC(=O)NC1=O (stereo unspecified)	?	10%	6%	-8%	2%	2	/	?
66	CC(C)CCNC(=O)c1cccc(-n2cnc3cccnc32)c1	4%	-8%	/	/	/	1	8%	/

Only part of the results is shown (hit frequency here may not be typical).
